# High-throughput results: PubChem, several laboratories
# DNMT1 block: blocks human DNA methyltransferase DNMT1 | P26358 | inhibition (reported as % activation of signal), % at 10 µM | DNMT1 molecular beacon, Hinp1I cleavage, fluorescence | actives 0.83% (n = 360,000); in the data active means inhibition above about 50%
# LMPTP inh: LMPTP (human) inhibition; P24666; recombinant LMPTP-A, OMFP fluorogenic substrate, fluorescence intensity; inhibition, % at 20 µM; actives 0.22% (n = 360,000);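 active means compounds that cut the enzyme signal by at least half of the control window in the single-dose screen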;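 further: plate controls were DMSO wells with enzyme plus substrate for no effect and substrate without enzyme for full effect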
#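 Assay system: LMPTP-A enzyme. Input: 0.625 nM LMPTP-A final. Probe or stimulus: 400 µM OMFP. Compound dosing: single 20 µM dose. Schedule: 50 min dark incubation at room temperature. Detection: fluorescence intensity of OMFP turnover product. Read-out: percent inhibition versus substrate-only and uninhibited controls. Benchmarks: no-enzyme low control, uninhibited high control.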
# PABP1 MLLE inh: blocks PAM2 peptide binding to the PABP1 MLLE domain; GST-MLLE / FITC-PAM2 fluorescence polarization; inhibition, % at 20 µM; actives 0.36% (n = 360,000); AID 588489; in the data active means inhibition above about 35%, passing the limit was not always enough;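 further: plate controls were DMSO wells with GST-MLLE for no effect and wells lacking GST-MLLE protein for full effect; some results filed as inactive read as strong as hits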
# Target sequence (P11940 whole entry, looked up, the tested form may be a part): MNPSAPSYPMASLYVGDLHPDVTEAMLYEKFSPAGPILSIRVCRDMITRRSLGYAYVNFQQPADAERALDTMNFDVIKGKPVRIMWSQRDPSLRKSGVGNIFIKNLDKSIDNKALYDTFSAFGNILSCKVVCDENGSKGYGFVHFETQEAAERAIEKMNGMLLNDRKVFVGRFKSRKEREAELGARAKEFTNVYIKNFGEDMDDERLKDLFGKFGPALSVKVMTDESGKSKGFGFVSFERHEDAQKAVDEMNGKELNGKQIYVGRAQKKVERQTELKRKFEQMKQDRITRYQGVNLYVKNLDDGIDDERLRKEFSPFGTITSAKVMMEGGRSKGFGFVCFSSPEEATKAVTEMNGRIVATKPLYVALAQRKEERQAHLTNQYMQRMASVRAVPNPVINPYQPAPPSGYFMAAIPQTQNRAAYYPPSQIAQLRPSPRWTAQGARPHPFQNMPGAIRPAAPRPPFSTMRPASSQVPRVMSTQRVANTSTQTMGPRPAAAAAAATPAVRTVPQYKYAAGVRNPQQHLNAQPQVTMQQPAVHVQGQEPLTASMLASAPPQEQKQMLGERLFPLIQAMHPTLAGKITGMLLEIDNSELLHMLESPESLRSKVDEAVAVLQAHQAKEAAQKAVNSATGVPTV
# Tb MetRS inh: blocks T. brucei methionyl-tRNA synthetase activity. purified T. brucei MetRS, ATP depletion, Kinase-Glo luminescence. actives 0.4% (n = 360,000). inhibition, % at 11.9 µM;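 active means inhibition above a per-plate cutoff of the control wells' mean inhibition plus 3 SD, cut at about 5.5% in these data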;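 further: 0% = DMSO wells median and 100% = median of wells with control inhibitor compound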
#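 Material: T. brucei methionyl-tRNA synthetase, purified; reagent: substrates ATP, L-methionine and bulk Escherichia coli tRNA; dosing: 11.9 µM single point; timing: 15 min plus 2 h at 25 °C; detection: luminescence of leftover ATP; evaluation: % inhibition; control set: DMSO-only wells as low control; replicates: singlicate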
# Scp1 inh: inhibitors of human Scp-1 phosphatase | Recombinant Scp1, phosphopeptide, malachite green phosphate absorbance | inhibition, % at 20 µM | AID 493091 | actives 0.88% (n = 340,000);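 active means inhibition above about 50% at 20 µM, limit read from the data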;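 further: plate controls were DMSO wells with enzyme for no effect and wells lacking enzyme for full effect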
#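 Test system: SCP-1 phosphatase catalytic domain, residues 76-261; measured by: colorimetric phosphate reagent with accelerator and stabiliser, absorbance at 630 nm; timing: enzyme reaction 45 min at room temperature, colour 5 min, stabilisation 30 min; also added: Phosphorylated 17-residue peptide substrate; compound dosing: one concentration, 20 µM, with 1.0% DMSO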
# CSN inh: inhibitors of human CSN-mediated cullin deneddylation | Q92905 | Purified CSN, SCF-Nedd8-OG deneddylation, fluorescence polarization | inhibition, % at 12.5 µM | actives 0.38% (n = 360,000) | AID 651999;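 active means pattern-corrected inhibition above about 35%, with an unprinted fluorescence ratio check between 0.5 and 1.5, limit read from the data, passing the limit was not always enough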;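 further: 0% = enzyme with substrate and 100% = substrate without enzyme; some results filed as inactive read as strong as hits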
# Target sequence (Q92905 whole entry, looked up, one chain of several): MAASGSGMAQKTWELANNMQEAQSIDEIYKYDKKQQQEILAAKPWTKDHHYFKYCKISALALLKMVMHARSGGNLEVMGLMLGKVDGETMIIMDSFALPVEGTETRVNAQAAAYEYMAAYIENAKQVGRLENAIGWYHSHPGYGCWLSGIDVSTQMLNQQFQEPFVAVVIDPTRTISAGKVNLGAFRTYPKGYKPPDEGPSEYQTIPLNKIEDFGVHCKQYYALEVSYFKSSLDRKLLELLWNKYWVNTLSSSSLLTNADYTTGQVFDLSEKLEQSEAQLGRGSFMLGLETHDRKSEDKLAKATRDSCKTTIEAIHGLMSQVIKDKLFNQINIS
#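 Assay system: purified human Csn5 enzyme expressed in HEK293T cells; measure: % inhibition; also added: SCFSkp2-Nedd8OG substrate at 10 nM final; technique: fluorescence polarization; times: reaction 90 min, room temperature; medium: Tris buffer pH 7.5, NaCl, DTT, Tween-20, trehalose, ovalbumin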
# STEP inh: STEP (human) phosphatase inhibition; P54829; recombinant STEP, OMFP fluorogenic substrate, fluorescence; inhibition, % at 20 µM; actives 0.25% (n = 360,000); AID 588621;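 active means inhibition at 20 µM, scaled per plate between control wells, above about 37%, limit read from the data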;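 further: 0% = DMSO with enzyme and substrate and 100% = substrate only without enzyme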
#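 Also added – OMFP at 25 µM · Test system – STEP tyrosine phosphatase · Technique – FITC-channel fluorescence of OMFP product · Schedule – 20 min at room temperature, dark · Evaluation – control-normalized % inhibition with plate pattern correction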
# NadD inh: NadD (S. aureus) enzyme inhibition | purified NadD enzyme, colorimetric absorbance read-out | inhibition, % at 20 µM | actives 0.78% (n = 360,000); in the data active means inhibition above about 26%; further: some compounds past the cut are filed as inactive
# SUMO1-SIM PPI: alters human SUMO1 binding to SIM partners. P63165. AID 602429. inhibition, % at 20 µM. actives 0.33% (n = 360,000). SUMO1 binding to a labelled peptide, TR-FRET, 1 h; in the data active means inhibition above about 37%
# Target sequence (P63165 whole entry, looked up): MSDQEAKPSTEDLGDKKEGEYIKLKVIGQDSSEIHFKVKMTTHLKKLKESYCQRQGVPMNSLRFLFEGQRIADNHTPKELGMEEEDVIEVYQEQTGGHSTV
# Rpn11 inh: inhibitors of human proteasome Rpn11. O00487. human 26S proteasome, Ub4-pepOG fluorescence polarization; 20S core pre-blocked with epoxomicin. calls only at 20 µM. actives 0.59% (n = 360,000). AID 588493;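 active means inhibition at 20 µM, scaled to each plate's controls, above about 33%, limit read from the data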
# The depositor's hits bear a star; i = inactive; / = not tested or not shown.
SMILES,DNMT1 block,LMPTP inh,PABP1 MLLE inh,Tb MetRS inh,Scp1 inh,CSN inh,STEP inh,NadD inh,SUMO1-SIM PPI,Rpn11 inh
O=S(=O)(c1ccc(Br)s1)N1CCN(c2ccnc3cc(Cl)ccc23)CC1,-6.3,7.3,-6.2,0.4,7.4,-2.9,0.9,16.3,-1.0,i
COc1ccc(CNC(=O)CN2CCN(c3cccc(C)c3C)CC2)cc1,-1.4,0.3,-1.1,-0.8,-5.7,-3.2,0.1,-7.0,-2.2,i
CCNC(=S)N(CCc1c(C)[nH]c2ccc(C)cc12)Cc1ccco1,-21.5,-2.5,-113.8,-0.1,2.9,18.0,-1.6,-0.4,3.3,i
O=C(CN1CCN(C(=O)c2ccccc2)CC1)NC(=O)NCCC1=CCCCC1,0.2,1.3,12.8,-0.1,-5.4,-3.7,-2.1,0.4,-2.5,i
CN(C(=O)CCS(=O)(=O)c1ccc2c(c1)oc(=O)n2C)C1CCCCC1,2.6,-2.2,18.6,-0.5,4.7,-2.9,-2.2,-5.8,3.0,i
O=C(CN1C(=O)NC2(CCCC2)C1=O)NCc1ccc(Cl)cc1,0.7,-0.1,-13.6,-0.3,-4.6,0.8,-1.7,-4.6,-1.2,i
Cc1ccc(-n2c(N)c(C(N)=O)sc2=S)c(C)c1,0.8,4.5,34.8,-0.2,-7.7,8.8,4.1,1.9,-8.8,i
CC(C)COC(=O)c1ccc(N2C(=O)c3ccccc3C2=O)cc1,-0.7,3.3,-2.9,-0.2,-8.7,1.8,-0.2,-8.2,-10.1,i
CCCCOc1ccc(Nc2cc(Cl)ccc2C(=O)O)cn1,5.6,1.5,3.2,0.2,-12.5,0.1,-0.7,1.8,9.4,i
C=CCNC(=O)N1CCC(n2nccc2NC(=O)CCCc2ccccc2)CC1,0.9,-1.9,-1.5,-1.0,4.0,-1.8,-1.6,-2.8,4.4,i
Cc1ccc(N(CC2CO2)S(=O)(=O)c2ccc([N+](=O)[O-])cc2)cc1 (stereo not given),0.5,-0.4,0.1,-0.1,-9.8,-1.2,0.0,-8.6,-29.7,i
CC(C)(C(=O)N1CCC1(C)C(=O)NS(=O)(=O)c1cccc(Cl)c1)c1ccccc1 (stereo not given),3.5,-1.7,-4.5,-0.3,/,-2.3,-1.5,-4.3,3.4,i
O=c1c2cc3c(cc2[nH]c(=S)n1C1CCN(Cc2ccccc2)CC1)OCO3,2.2,0.4,-47.9,1.6,-5.2,-4.8,12.9,-5.4,7.5,i
CCC1(C(=O)c2ccccc2)C(c2cccc([N+](=O)[O-])c2)C1(C(=O)OC)C(=O)OC (stereo not given),-2.8,1.5,-7.2,0.2,-9.6,-10.0,3.2,-6.6,-3.8,i
Cc1ccc(N=Nc2c(C)[nH]n(-c3ccccc3)c2=O)c(C)c1,5.0,0.0,-12.7,0.2,-7.0,1.7,-0.4,-5.1,1.0,i
CC(C)[C@@H](N)C(=O)N/N=C/c1ccc2nccnc2c1,1.5,-0.7,-13.3,0.8,-12.8,3.0,-2.2,3.2,-26.3,i
O=C1C=C(O)c2cccc3cccc1c23,1.4,8.8,70.2*,-0.5,-9.6,-13.3,0.2,0.3,-22.2,i
O=C(O)c1cc(C2CC2)nn1-c1ccccc1,-0.5,-1.1,10.6,0.3,-11.2,0.0,2.9,3.6,0.2,i
COc1ccc(CC(=O)Nc2ccccc2C(=O)NCCc2ccccc2)cc1,-7.1,1.2,12.3,-0.2,-8.7,-2.0,-2.9,-0.6,4.2,i
CCCC(c1nnnn1CCOC)N(Cc1cc2cc(C)c(C)cc2[nH]c1=O)CC1CCCO1 (stereo not given),0.7,1.6,-13.7,-1.2,-2.2,0.6,-1.8,-1.2,-1.0,i
CCN(Cc1ccncc1)C(=O)c1ccco1,1.5,-1.5,-2.9,-0.5,-7.6,3.3,1.9,-6.8,0.3,i
COc1cccc(N2CCN(S(=O)(=O)c3ccc(-c4coc(C)n4)cc3)CC2)c1,-5.4,3.1,-19.3,-0.1,-4.5,1.2,1.6,6.0,3.7,i
Cn1c(=O)oc2cc(S(=O)(=O)NCc3ccncc3)ccc21,0.0,-0.5,3.9,-1.6,-6.9,9.2,-2.5,-3.3,0.9,i
Cc1cc(C)nc(SCC(=O)Nc2ncc3c(n2)CC(C)(C)CC3=O)n1,17.2,-0.9,10.1,0.5,-7.0,2.1,-0.8,2.3,-2.6,i

# Fetched by structure from the list above:
SMILES,DNMT1 block,LMPTP inh,PABP1 MLLE inh,Tb MetRS inh,Scp1 inh,CSN inh,STEP inh,NadD inh,SUMO1-SIM PPI,Rpn11 inh
COc1cccc(N2CCN(S(=O)(=O)c3ccc(-c4coc(C)n4)cc3)CC2)c1,-5.4,3.1,-19.3,-0.1,-4.5,1.2,1.6,6.0,3.7,i
Cc1cc(C)nc(SCC(=O)Nc2ncc3c(n2)CC(C)(C)CC3=O)n1,17.2,-0.9,10.1,0.5,-7.0,2.1,-0.8,2.3,-2.6,i
COc1ccc(CC(=O)Nc2ccccc2C(=O)NCCc2ccccc2)cc1,-7.1,1.2,12.3,-0.2,-8.7,-2.0,-2.9,-0.6,4.2,i
CC(C)[C@@H](N)C(=O)N/N=C/c1ccc2nccnc2c1,1.5,-0.7,-13.3,0.8,-12.8,3.0,-2.2,3.2,-26.3,i
O=C1C=C(O)c2cccc3cccc1c23,1.4,8.8,70.2*,-0.5,-9.6,-13.3,0.2,0.3,-22.2,i
CCN(Cc1ccncc1)C(=O)c1ccco1,1.5,-1.5,-2.9,-0.5,-7.6,3.3,1.9,-6.8,0.3,i

# (further entries)
SMILES,DNMT1 block,LMPTP inh,PABP1 MLLE inh,Tb MetRS inh,Scp1 inh,CSN inh,STEP inh,NadD inh,SUMO1-SIM PPI,Rpn11 inh
Cc1cccc(N2C(=O)/C(=C/c3ccccn3)SC2=S)c1,13.6,-2.4,8.7,0.1,-11.4,1.9,1.7,3.1,2.7,i
COc1cc(C(=O)Nc2ccc([N+](=O)[O-])cn2)cc(OC)c1OC,-0.1,0.5,-4.8,-0.7,-8.3,-5.9,-1.3,1.4,-18.7,i
CCOc1ccc(C(=O)NCC2OCCc3ccccc32)cc1 (stereo not given),-2.2,-0.2,5.3,-1.0,-4.0,-1.1,1.3,-2.5,-2.1,i
CC(=O)c1cnn(-c2ccccc2)c1C,6.6,0.0,4.7,-2.6,0.9,9.1,-2.4,0.8,-2.9,i
COCCNC(=O)C/C(C)=N/NC(=O)C(=O)NC1CCCCC1,-1.0,-1.2,-8.6,0.6,-8.4,0.4,-1.5,-1.9,-0.6,i
CCOc1cc(/C=C/C(=O)O)ccc1OCCOc1ccc(F)cc1,2.0,0.0,-0.9,0.4,-7.5,2.2,4.3,-2.2,-1.9,i
N#CCCn1nc2c(c1N)CCC2,0.5,0.1,5.6,0.2,-2.8,0.2,2.9,0.6,-0.7,i
C=CCN(Cc1nc(-c2cc(OC)c3c(c2)OCO3)oc1C)C1CCS(=O)(=O)C1 (stereo not given),4.0,-0.6,-7.9,-1.0,-1.7,-2.1,-0.1,1.9,-1.5,i
O=C(NCC1CCCO1)c1onc(CSc2ccccc2F)c1C(=O)O (stereo not given),7.4,-0.6,10.6,-0.4,-3.8,1.9,-1.3,-3.9,4.9,i
O=C(NCCOc1nc(N2CCCCC2)nc(N2CCOCC2)n1)Nc1ccccc1,-0.2,-0.5,-10.7,-0.2,-5.6,-1.4,0.7,1.3,-1.7,i
CNC(=S)N1CCc2cc(OC)c(OC)cc2C1COc1ccc(F)cc1 (stereo not given),-0.9,-0.8,-151.3,0.2,-7.1,-3.9,-2.7,-7.5,-2.1,i
COc1ccc(OC)c(C(=O)N2CCC(n3nccc3NC(=O)CC(C)C)CC2)c1,11.8,0.0,-0.1,0.1,-5.1,-3.0,-1.8,-2.7,-3.5,i
Cc1nnsc1C(=O)N1CCN(c2cc(C(F)(F)F)ccn2)CC1,-6.8,-1.4,-9.7,0.0,0.6,3.2,-1.4,-2.2,5.7,i
CCCCCc1nc2c(c(=O)c3ccccc3n2C)c(=O)n1Cc1ccc(OC)cc1,21.5,29.8,-18.5,-0.8,-0.8,5.6,3.5,15.7,-26.7,i
Cc1cccc(NC(=O)CN(C)C(C)C(=O)Nc2ccc(S(=O)(=O)N3CCCC3)cc2)c1C (stereo not given),-1.7,-0.9,-15.9,-0.3,-7.6,-1.4,-0.9,0.7,-1.7,i
CC(=O)C[C@H]1c2ccccc2S(=O)(=O)N1C1CCCCC1,-3.5,0.1,-2.0,-0.3,-2.3,3.1,-0.8,-2.1,-1.6,i
Cc1c(NC(=O)C(C)Sc2ccc3ccccc3n2)c(=O)n(-c2ccccc2)n1C (stereo not given),1.2,-1.1,8.8,-1.2,-7.0,-1.0,-3.4,-2.0,10.2,i
CN(Cc1cn(Cc2ccccc2)nc1-c1ccc2c(c1)OCO2)Cc1nccn1C,-3.6,0.4,-2.9,-0.9,-3.5,-4.1,-1.1,-10.2,0.3,i
Cc1nn(C)c(C)c1CN(C)C(=O)C1c2ccccc2Oc2ccccc21,-1.2,-0.5,23.1,0.0,-5.0,-2.5,-0.5,-2.7,-1.2,i
Cc1nn2c(=O)c(NC(=O)c3ccc(Cl)cc3)cnc2s1,6.5,-0.6,4.0,-1.0,2.6,-8.5,-0.7,-0.2,-2.0,i
Oc1ccc2oc3c(c2c1/C=N/n1cnnc1)CCCC3,1.8,0.3,-3.5,0.0,-15.6,-1.6,5.0,2.2,-6.6,i
N#CCC(=O)Nc1ccc(C(=O)Nc2cccnc2)cc1,-1.1,1.7,0.2,0.3,11.0,4.8,1.7,-1.2,4.5,i
COc1ccc(NC(=S)N2CCN(c3ncccn3)CC2)cc1,-2.2,-1.0,-99.8,-0.2,-5.6,2.9,2.7,-3.0,3.2,i
Cc1cc(F)ccc1S(=O)(=O)Nc1ccc(O)c(Sc2ncn[nH]2)c1,4.0,0.3,4.2,0.0,-3.0,-0.5,1.5,-7.8,3.8,i
NS(=O)(=O)c1cccc(NC(=O)CSc2nc3ccccc3c(=O)n2CC2CCCO2)c1 (stereo not given),-2.1,-0.8,7.0,0.1,-6.9,12.4,-4.3,-3.2,-0.4,i
O=C(COC(=O)c1ccc[n+]([O-])c1)Nc1ccc(Cl)cc1[N+](=O)[O-],-2.8,-0.3,1.2,-0.3,-4.6,-1.1,-2.3,-3.6,-29.5,i
COc1ccc(C2CC(=O)C(C=NCCO)=C(O)C2)cc1OC (stereo not given),0.6,-0.5,0.2,-1.0,0.2,-5.2,-2.3,1.2,1.5,i
